# Screens from PubChem BioAssay.
# HSF1 activator – increases HSF-1 driven luciferase reporter signal; actives 1.7% (n = 300,000); activation, % at 9 µM; AID 504408; NIH3T3-HGL HSF-1 luciferase reporter, MG132, 8 h; 100% = twice DMSO control signal;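 active means mean replicate activation of at least 50% with a set share of replicates each reaching 50%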;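 further: 0% = median of the neutral control wells and 100% = twice that signal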
# PolyA inhibitor – yeast polyadenylation inhibition. S. cerevisiae SKY197-pL101 polyadenylation reporter, beta-gal luminescence; efflux-impaired pdr1/pdr3 knockout yeast; score 100 = 6 SD above DMSO. calls only at 12 µM. actives 0.02% (n = 300,000);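 active means lowest replicate activity score at least 50, where 100 means six control SD above control mean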;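 further: yeast exposed to compound for 9 h at 30 °C; higher score means more reporter readthrough which indicates perturbed polyadenylation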
# IEC-6 tox – IEC-6 cytotoxicity, counter-screen for KLF5 inhibitors; inhibition, % at 5 µM; luminescence viability; actives 0.78% (n = 290,000); AID 1825; in the data active means inhibition above about 22%;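 further: 0% = plate median of test compound wells and 100% = cytotoxic reference compound wells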
# GSK3beta inhib – inhibitors of human GSK3beta kinase. actives 0.038% (n = 300,000). activity score (negative = inhibition), % at 10 µM. GST-GSK3beta kinase, ADP-Glo luminescence, 60 min; stronger effect = lower value. P49841. AID 2097;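 active means more than half of replicate wells score below -50%, meaning over 50% inhibition versus plate controls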;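 further: 0% = median DMSO wells and -100% = median GW8510 positive control wells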
# Target sequence (P49841 whole entry, looked up): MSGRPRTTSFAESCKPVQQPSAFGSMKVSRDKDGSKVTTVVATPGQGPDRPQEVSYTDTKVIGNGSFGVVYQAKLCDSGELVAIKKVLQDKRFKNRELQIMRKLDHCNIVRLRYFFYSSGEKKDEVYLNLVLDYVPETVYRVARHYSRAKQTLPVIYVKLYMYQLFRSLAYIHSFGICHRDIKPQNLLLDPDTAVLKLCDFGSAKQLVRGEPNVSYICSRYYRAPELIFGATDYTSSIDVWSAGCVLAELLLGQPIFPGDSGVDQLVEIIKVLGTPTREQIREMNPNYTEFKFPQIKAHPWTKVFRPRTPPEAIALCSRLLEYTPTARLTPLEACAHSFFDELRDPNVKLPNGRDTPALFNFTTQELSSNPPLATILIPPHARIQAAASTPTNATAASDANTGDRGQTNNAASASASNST
#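 Assay system: GST-tagged human GSK3beta kinase, cell-free; Input: 1.6 ng GSK3beta; Medium: Tris/MgCl2 kinase buffer; Timing: 60 min enzyme reaction, room temperature; Signal: ADP-Glo luminescence quantifying ADP generated by kinase; Evaluation: score relative to plate controls; Benchmarks: DMSO neutral wells and GW8510 at 20 µM as positive.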
# aSyn 5UTR inh – MLPCN primary screen, SNCA 5' untranslated region; alpha-synuclein 5'UTR reporter, inhibitor activity; inhibition, % (tested at 7.5 µM); actives 0.82% (n = 300,000); AID 1813; in the data active means inhibition above about 60%;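 further: H4 neuroglioblastoma cells stably carrying SNCA 5'UTR luciferase fusion; 0% = DMSO wells and 100% = positive control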
# GSK3 alpha inh – inhibitors of human GSK-3 alpha kinase. inhibition, % at 10 µM. actives 0.1% (n = 320,000). ADP-Glo luminescence, 60 min. AID 2650. P49840;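 in the data active means inhibition above about 50%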;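 further: GST-tagged GSK-3 alpha with peptide substrate and 25 µM ATP; 0% = DMSO neutral wells and 100% = GW8510 positive control wells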
# Target sequence (P49840 whole entry, looked up): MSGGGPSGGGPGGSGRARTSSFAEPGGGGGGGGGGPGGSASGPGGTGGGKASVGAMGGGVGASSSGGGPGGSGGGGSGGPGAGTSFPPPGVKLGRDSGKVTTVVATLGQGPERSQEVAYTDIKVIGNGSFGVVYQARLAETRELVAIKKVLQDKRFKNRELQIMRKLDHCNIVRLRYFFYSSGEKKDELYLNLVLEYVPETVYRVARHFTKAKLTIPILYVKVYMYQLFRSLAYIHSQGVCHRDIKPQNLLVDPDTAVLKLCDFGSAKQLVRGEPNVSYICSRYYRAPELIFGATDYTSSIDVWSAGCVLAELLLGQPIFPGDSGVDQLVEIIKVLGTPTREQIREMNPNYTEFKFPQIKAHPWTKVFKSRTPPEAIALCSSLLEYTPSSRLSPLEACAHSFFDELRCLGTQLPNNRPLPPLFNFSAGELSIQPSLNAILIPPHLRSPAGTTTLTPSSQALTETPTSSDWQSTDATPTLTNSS
# KLF5 inh – suppresses KLF5 promoter-driven expression. DLD-1 KLF5 promoter-luciferase reporter, luminescence. inhibition, % at 5 µM. actives 0.23% (n = 290,000);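 active means inhibition above a per-plate limit of that plate's mean compound inhibition plus 3 SD, cut at about 60% in these data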;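 further: 0% = DMSO wells and 100% = LY294002 at 200 µM; higher means less KLF5 promoter-driven luciferase light; inactives centre near -14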
# HSP90 inh – HSP90 refolding inhibition in rabbit reticulocyte lysate | luciferase refolding luminescence, 3 h | inhibition, % at 5.6 µM | actives 0.91% (n = 290,000);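 active means inhibition above the screen-wide mean plus 3 SD, computed separately per campaign, cut at about 16% in these data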;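 further: 0% = DMSO wells and 100% = 60 µM geldanamycin wells; inhibitors lower the luminescence because luciferase stays unfolded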
# AI-2 QS modul – modulates the Vibrio harveyi AI-2 quorum sensing system | Vibrio harveyi JMH597 AI-2 luminescence/OD600 ratio, 9 h; stronger effect = lower value; strain lacks LuxN and CqsS sensors; 0 = neutral-control median | activity change, % at 7.5 µM | actives 0.4% (n = 300,000) | AID 2094; in the data active means activity change below about -75%, passing the limit was not always enough;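 further: luminescence divided by OD600 gain over 9 h not by final OD600 alone; inactives centre near 13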
# HSF1 inh – HSF1 inhibition | NIH3T3-HGL HSE-luciferase, MG132-induced, luminescence 8 h; stronger effect = lower value | activity change, negative = inhibition, % at 7.5 µM (by protocol) | actives 0.77% (n = 300,000);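 active means more than half of replicate wells show activity change below -50%, luminescence cut by over half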;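 further: luciferase reports HSF-1 transcriptional activity via heat shock element; 0% = median of DMSO wells and -100% = zero luminescence signal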
# Starred values were filed as active, the others as inactive; i = inactive; / = not tested or not shown; & = joins results of further samples. A portion of the library; count on the stated rates, not on these rows.
SMILES,HSF1 activator,PolyA inhibitor,IEC-6 tox,GSK3beta inhib,aSyn 5UTR inh,GSK3 alpha inh,KLF5 inh,HSP90 inh,AI-2 QS modul,HSF1 inh
COc1ccc(-c2nnc3ccc(SCC(=O)Nc4nc5ccc(C)cc5s4)nn23)cc1OC,4,i,-6,5,23,-1,-19,-1,18,2
Cc1ccc(C(=O)N/N=C/c2ccc(-c3ccc(Br)cc3[N+](=O)[O-])o2)o1,-6,i,-2,-2,21,-4,-6,11,29,6
CCc1ccccc1NC(=O)Nc1ccc2c(c1)OCO2,9,i,5,-3,-79,/,-40,-5,27,5
O=C(/C=C/c1ccco1)NC(=S)Nc1nc(-c2ccc(Cl)cc2)cs1,63*,i,-6,-2,-76,-2,-15,-3,7,22
Cc1ccc(C2C3=C(NCCN=C3c3ccccc3)C(=O)N2c2ccccc2)cc1 (stereo unspecified),-21,i,1,-2,-1,-1,-29,2,5,-3
COc1ccc(CN2CC(C(=O)NCCc3ccccc3)CC2=O)cc1 (stereo unspecified),14,i,-1,31,20,/,-14,1,-12,3
CCOc1cc(/C=N/NC(=O)CSc2nncn2C)ccc1OCc1cccc(C)c1,43,i,4,1,-1,/,-4,1,8,5
Cc1cc(NC(=O)c2noc3c2CCCCC3)no1,-11,i,1,-16,-168,-3,-23,12,8,-11
FC(F)(F)c1nnc2c(Sc3ccccc3)nc3ccccc3n12,-3,i,2,0,-103,-1,-17,0,23,0
COC(=O)COc1cccc(NC(=O)c2ccc(C)cc2)c1,4,i,9,0,11,-2,5,3,4,2
COc1ccc(S(=O)(=O)Nc2ccc3c(c2)OCCO3)cc1OC,-1,i,1,2,-7,-3,-24,3,24,-21
CCCOC1CCCN(Cc2cn(C)nc2-c2ccccc2F)C1 (stereo unspecified),-2,i,-2,-26,13,-6,-13,-5,3,-7
O=C(O)c1ccc2c(c1)C(=O)N(c1ccc(Cl)cn1)C2=O,0,i,6,2,-10,-1,-17,2,9,-3
CCOC(=O)c1nnn(-c2nonc2-n2cccc2)c1CN1CCCCC1,-10,i,5,1,3,/,-22,-1,-1,3
O=C(NCCc1cccc(Cl)c1)C1CCC(=O)N(Cc2ccc(Cl)cc2)C1 (stereo unspecified),11,/,5,2,10,0,-6,4,19,8

# Compound profiles (already shown).
# COc1ccc(-c2nnc3ccc(SCC(=O)Nc4nc5ccc(C)cc5s4)nn23)cc1OC in the list: HSF1 activator = 4; PolyA inhibitor = i; IEC-6 tox = -6; GSK3beta inhib = 5; aSyn 5UTR inh = 23; GSK3 alpha inh = -1; KLF5 inh = -19; HSP90 inh = -1; AI-2 QS modul = 18; HSF1 inh = 2
# CCc1ccccc1NC(=O)Nc1ccc2c(c1)OCO2 in the list: HSF1 activator = 9; PolyA inhibitor = i; IEC-6 tox = 5; GSK3beta inhib = -3; aSyn 5UTR inh = -79; GSK3 alpha inh = /; KLF5 inh = -40; HSP90 inh = -5; AI-2 QS modul = 27; HSF1 inh = 5

# Continuation.
SMILES,HSF1 activator,PolyA inhibitor,IEC-6 tox,GSK3beta inhib,aSyn 5UTR inh,GSK3 alpha inh,KLF5 inh,HSP90 inh,AI-2 QS modul,HSF1 inh
Cc1ccc(Nc2nnc(SCc3cc(=O)n4ccsc4n3)s2)c(C)c1,1,i,-2,26,6,-12,-9,1,15,2
COc1cc(Cl)c(NS(=O)(=O)c2cc3[nH]c(=O)c(=O)[nH]c3cc2C)c(OC)c1,2,i,-1,1,-12,3,2,3,45,-5
O=C(CN1C(=O)CC(c2ccco2)Sc2ccccc21)NCC1CCCO1 (stereo unspecified),-1,i,-4,/,-2,0,-17,0,/,-5
O=C(N/C(=C\c1ccc(Cl)cc1)C(=O)N1CCCCC1)c1ccco1,-11,i,2,2,15,-1,-8,9,20,0
CC(C)CS(=O)(=O)C1=NSC2=NC(=O)/C(=C\c3ccc(OC(=O)c4ccco4)cc3)C(=N)N21,5,i,-6,0,-27,6,-20,-3,13,-8
CCCCNC(=S)NCc1ccc2[nH]c3c(c2c1)CCCC3,-12,i,-4,0,-9,-1,-27,0,5,2
Cc1ccc(S(=O)(=O)N(Cc2ccc([N+](=O)[O-])cc2)C(=O)N2CCN(C)CC2)cc1,-24,i,/,-1,11,/,/,/,19,-11
Cc1cc(=O)oc2c(N)c(O)ccc12,2,i,-3,-2,-34,-1,-37,-1,37,3
Cc1ccccc1C(=O)Nc1ccc(C(=O)N/N=C/c2ccccn2)cc1,4,i,3,-1,2,-1,-7,0,49,7
OCCOCCNc1ncnc2c1cnn2-c1ccc(Cl)cc1,43,i,5,-1,-93,1,-161,-1,19,17
COc1cc(OC)cc(C(=O)NCCCn2ccnc2)c1,-1,i,2,2,-7,2,-41,2,10,-3
COCCNC(=O)c1n[nH]c2ccccc12,-3,i,-4,5,-32,8,-26,2,-1,-5
Cc1nn(CCc2n[nH]c(=S)n2-c2ccc(F)cc2)c(C)c1[N+](=O)[O-],0,i,3,-3,21,-2,-1,1,14,1
CCCCn1c(/N=C/c2ccc3c(c2)OCO3)nc2ccccc21,-13,i,6,1,4,-7,19,3,-3,1
CN(CCNC(=O)c1ccc(/C=N/O)nc1)Cc1ccccc1,0,i,-5,3,15,/,7,3,10,-1

# An excerpt of these results, with values under each structure.
# Value order: HSF1 activator, PolyA inhibitor, IEC-6 tox, GSK3beta inhib, aSyn 5UTR inh, GSK3 alpha inh, KLF5 inh, HSP90 inh, AI-2 QS modul, HSF1 inh
- CCCCNC(=S)NCc1ccc2[nH]c3c(c2c1)CCCC3
    -12, i, -4, 0, -9, -1, -27, 0, 5, 2
- Cc1ccc(S(=O)(=O)N(Cc2ccc([N+](=O)[O-])cc2)C(=O)N2CCN(C)CC2)cc1
    -24, i, /, -1, 11, /, /, /, 19, -11

# By substructure: those above containing a Cl atom (6)
SMILES,HSF1 activator,PolyA inhibitor,IEC-6 tox,GSK3beta inhib,aSyn 5UTR inh,GSK3 alpha inh,KLF5 inh,HSP90 inh,AI-2 QS modul,HSF1 inh
O=C(/C=C/c1ccco1)NC(=S)Nc1nc(-c2ccc(Cl)cc2)cs1,63*,i,-6,-2,-76,-2,-15,-3,7,22
O=C(O)c1ccc2c(c1)C(=O)N(c1ccc(Cl)cn1)C2=O,0,i,6,2,-10,-1,-17,2,9,-3
O=C(NCCc1cccc(Cl)c1)C1CCC(=O)N(Cc2ccc(Cl)cc2)C1 (stereo unspecified),11,/,5,2,10,0,-6,4,19,8
COc1cc(Cl)c(NS(=O)(=O)c2cc3[nH]c(=O)c(=O)[nH]c3cc2C)c(OC)c1,2,i,-1,1,-12,3,2,3,45,-5
O=C(N/C(=C\c1ccc(Cl)cc1)C(=O)N1CCCCC1)c1ccco1,-11,i,2,2,15,-1,-8,9,20,0
OCCOCCNc1ncnc2c1cnn2-c1ccc(Cl)cc1,43,i,5,-1,-93,1,-161,-1,19,17

# (next part)
SMILES,HSF1 activator,PolyA inhibitor,IEC-6 tox,GSK3beta inhib,aSyn 5UTR inh,GSK3 alpha inh,KLF5 inh,HSP90 inh,AI-2 QS modul,HSF1 inh
C=CCc1c(C)nc(SCc2nc3ccccc3c(=O)[nH]2)[nH]c1=O,14,i,3,4,2,-3,-48,4,25,13
Cc1nc(NCCc2cnc[nH]2)c2oc3ccccc3c2n1,-9,i,8,1,-43,-1,-13,1,4,-4
COc1ccc(Br)cc1CNC(=O)CCC(=O)N1CCSc2ccccc21,-7,i,1,-3,11,0,10,-4,4,0
CC(=O)c1cccc(NC(=O)N2C3CCC2CC(NC(=O)Nc2ccccc2)C3)c1 (stereo unspecified),3,i,1,0,8,0,-34,0,0,-1
CN=C1S/C(=C\c2ccc(N3CCOCC3)cc2C)C(=O)N1C,-35,i,-7,-1,-29,-1,-32,-4,20,-20
CC(=O)Nc1ccc(S(=O)(=O)Nc2cccc3[nH]ncc23)cc1,-8,i,4,3,-9,5,1,0,17,1
OCc1cc(C(O)CNCCCCCCOCCCCc2ccccc2)ccc1O (stereo unspecified),-5&-10,i,-3,0&0,-8&-7,9&1,-11,3,43&19,5&3
CCOC(=O)CC(=O)CSc1nc2c(c(-c3cccs3)c1C#N)CCC2,14,i,1,-1,11,-3,-6,-5,8,-9
Cc1cccc(NC(=O)c2ccc(COc3ccc(Cl)cc3Cl)o2)n1,-18,i,3,3,9,1,-4,2,23,-4
Cc1ccc(S(=O)(=O)N2CCN(C(=O)CCn3nc(C)c(C)c3C)CC2)cc1,9,i,-7,/,7,-4,15,3,/,9
Nc1ccc(C2(c3ccc(N)cc3)OC(=O)c3ccccc32)cc1,-1,i,0,-3,-3,-2,-13,-2,15,-1
Cc1ccccc1-c1nc2sc(C)c(C)c2c(=O)o1,-49,i,0,-1,6,3,-25,-3,-3,-35
O=C(N/N=C\c1ccncc1)c1ccc(Br)s1,-15,i,9,1,15,-2,-10,2,11,-7
COc1ccc(-c2cc(C(F)(F)F)c(C#N)c(SCC(=O)Nc3ccc(C)cc3)n2)cc1,4,i,-6,-1,5,-5,-24,6,7,2
CCOc1ccccc1N(CC(=O)Nc1ccccc1)S(=O)(=O)c1ccccc1,-4,i,0,1,14,-2,-4,-3,25,3
COc1ccc(CNC(=O)COC(=O)Cc2ccc(Cl)cc2Cl)cc1,/,i,-3,-1,17,-1,0,-1,1,/
Cn1c(CNc2nc(-c3ccccc3)cs2)nnc1SCC(=O)c1ccccc1,-13,i,1,-1,9,-2,-5,2,14,-2
O=C(Nc1ccncc1)c1cccc(S(=O)(=O)N2CCCC2)c1,12,i,-4,2,12,2,-20,1,12,0
Cn1c(COc2ccccc2)nnc1SCC(=O)Nc1ccc(S(N)(=O)=O)cc1,3,i,-4,1,12,0,-22,-1,11,-7
CCn1c(SC)nnc1C1CCN(S(=O)(=O)c2ccc(OC)cc2)CC1,3,i,2,2,-2,2,-2,2,23,3
CCOc1cc(Cl)c(NC(=O)CC)cc1OCC,-3,i,-3,2,17,-3,-4,-1,19,-3
CCC(=O)N(CCc1ccccc1)Cc1cc2cc(OC)ccc2[nH]c1=O,6,i,-3,-2,8,-3,-4,-6,2,9
O=C1Cc2ccccc2C(=O)N1c1ccccc1,23,i,0,0,-32,0,0,0,7,-3
Cc1ccc(-c2noc(-c3ccccc3F)n2)cc1,43,i,-5,0,-42,1,-115,-2,-2,30
CC(C)C(=O)Nc1nnc(-c2ccco2)s1,3,i,-3,-2,-37,-2,-29,-5,9,5
CC1(C)CC(NC(=O)c2cccc(Cl)c2)CC(C)(C)N1,-8,i,-3,1,2,-1,-10,1,3,-5
O=C(Nc1cnc2sccn2c1=O)c1ccc(Cl)cc1Cl,5,i,4,-2,-25,5,-132,1,23,21
O=C(Nc1ccccc1)c1c(F)cccc1F,-6,i,-1,-3,-10,-4,-43,0,18,10
Cc1cccc(N2C(=O)CN(Cc3ccccc3)C2=S)c1,16,i,1,0,5,-2,-24,1,4,-5
CCNS(=O)(=O)c1ccc(Br)c(OC)c1,9,i,4,0,10,0,-26,3,18,3
CC(=O)NCCC(=O)Nc1cc(S(=O)(=O)N2CCCCC2)ccc1N1CCN(C)CC1,2,i,/,1,-5,-2,/,/,0,2
